From PubChem BioAssay
PDI turbidity: PDI (human) enzyme inhibition | PDI insulin aggregation turbidity, A650, 90 min | P07237 | inhibition, % at 10 µM | 0.052% of 350,000 active | AID 588391;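 active = mean inhibition across replicates of 30% or more, whatever share of single replicates reach that level; inconclusive = mean inhibition below 30% while every single replicate reaches 30%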;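 note: absorbance from insulin aggregation driven by PDI reduction with DTT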
Target sequence (P07237 whole entry, looked up): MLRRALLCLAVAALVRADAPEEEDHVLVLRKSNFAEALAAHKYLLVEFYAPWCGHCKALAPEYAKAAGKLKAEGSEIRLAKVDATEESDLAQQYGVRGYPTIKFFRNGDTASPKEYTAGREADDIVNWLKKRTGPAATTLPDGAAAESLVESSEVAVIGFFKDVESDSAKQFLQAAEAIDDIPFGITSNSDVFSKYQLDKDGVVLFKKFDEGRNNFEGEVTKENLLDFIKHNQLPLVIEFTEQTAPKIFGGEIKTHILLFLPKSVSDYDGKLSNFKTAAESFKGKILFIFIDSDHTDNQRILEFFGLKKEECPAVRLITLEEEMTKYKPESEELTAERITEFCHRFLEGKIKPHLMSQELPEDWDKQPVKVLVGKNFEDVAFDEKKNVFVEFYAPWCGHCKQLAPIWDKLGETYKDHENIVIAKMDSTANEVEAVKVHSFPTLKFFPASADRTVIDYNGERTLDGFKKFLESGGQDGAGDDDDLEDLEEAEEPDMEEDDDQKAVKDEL
NR2E3 ag-1: agonists of human nuclear receptor NR2E3; Q9Y5X4; GST-NR2E3/biotin-RetCOR TR-FRET, 1536-well; inhibition of corepressor binding, % at 4.78 µM; 0.12% of 320,000 active; AID 2300;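 active = percent inhibition above the cutoff of mean plus 3 SD of all tested compounds, set per screening campaign, cut at about 20% in these data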;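 note: 0% = DMSO wells and 100% = biotin wells as full block of FRET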
Target sequence (Q9Y5X4 whole entry, looked up): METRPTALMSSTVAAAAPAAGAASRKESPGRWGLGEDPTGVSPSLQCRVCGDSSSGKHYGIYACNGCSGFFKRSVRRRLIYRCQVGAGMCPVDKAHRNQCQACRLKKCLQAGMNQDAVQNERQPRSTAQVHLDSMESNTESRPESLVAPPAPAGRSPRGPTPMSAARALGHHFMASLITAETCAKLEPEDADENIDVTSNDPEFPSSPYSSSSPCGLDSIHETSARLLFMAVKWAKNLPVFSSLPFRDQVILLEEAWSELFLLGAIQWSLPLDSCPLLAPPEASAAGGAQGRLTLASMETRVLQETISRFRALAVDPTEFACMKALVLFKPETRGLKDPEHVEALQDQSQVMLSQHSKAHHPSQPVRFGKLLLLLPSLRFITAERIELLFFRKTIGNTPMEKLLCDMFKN
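system = GST-tagged NR2E3 plus biotinylated RetCOR corepressor | input = 1.35 nM GST-NR2E3 | also added = 7 nM biotin-RetCOR | schedule = 5 h incubation at 4 °C | measured by = TR-FRET with europium anti-GST and streptavidin-D2, 340 nm excitation | read-out = percent loss of FRET ratio relative to control wells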
Exocytosis inh: lytic granule exocytosis inhibition; TALL-104 LAMP-1 surface exposure, flow cytometry; cells stimulated with thapsigargin and PMA; inhibition, % at 10 µM; 0.66% of 360,000 active;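 active = inhibition above about 55%, limit read from the data; inconclusive = no clear call, values can overlap the other calls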
hiPSC survival: enhancers of human iPSC single-cell survival | hiPSC single-cell survival, ATPlite luminescence; 100% = ROCK inhibitor wells, 0% = DMSO | survival enhancement, % at 20 µM | 0.044% of 360,000 active; in the data active = survival enhancement above about 18%;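 note: cells exposed to compounds for 16 hours before the ATP read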
CaV13 FRET inh: Disruptors of the CACNA1D IQ motif to Ca2+-dependent inactivation inhibitor domain association, primary screening, Förster resonance energy transfer in intact living …. inhibition, % at 12.3 µM. HEK cells, CFP/YFP FRET ICDI-IQ, plate reader, 10 min; percent FRET-ratio fall versus neutral wells. AID 743397. 0.098% of 340,000 active;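 active = mean replicate inhibition of at least 30% and at least 1% of replicates passing that level; inconclusive = only one of the two criteria is met; inactive = neither criterion is met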;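 note: 0% = median of the neutral control wells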
Vif imaging: inhibitors of HIV Vif. HEK293T cells, Vif self-association by quenched fluorescence, imaging, 24 h. inhibition, % at 7.49 µM. 0.35% of 340,000 active; in the data active = inhibition above about 50%, passing the limit was not always enough; inconclusive = no clear call, values can overlap the other calls; inactive = below about 31%; note: some results filed as inactive read as strong as hits
HIF-2a inh: blocks HIF-2a reporter activity | 786-0 RCC cells HIF-2a reporter, luciferase luminescence, overnight | inhibition, % at 18.8 µM | 0.72% of 360,000 active;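 active = inhibition of the luminescence signal of 40% or more relative to plate controls, in a single-dose primary screen at 18.75 µM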
Peg3 prom inh: reduces Peg3 promoter-driven luciferase expression in HeLa | inhibition, % at 20 µM | HeLa PEG-Prom luciferase reporter, luminescence, overnight | 1.7% of 360,000 active;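 active = inhibition of at least 50% at 20 µM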
MITF TRPM1 inh: inhibitors of MITF-driven TRPM1 promoter in melanoma cells. SK-MEL-5 TRPM1 promoter luciferase, 24 h. inhibition, % at 12.5 µM. 0.83% of 330,000 active. AID 488899;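 active = mean inhibition across replicates of 60% or more, whatever share of single replicates reaches that level; inconclusive = some that reach 60%, reason not given; inactive = mean inhibition across replicates below 60%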; note: values of inactives mirror those of a sister screen read the other way
aDG glyco up: increases alpha dystroglycan glycosylation; Pro5-aDG cells, alpha-DG glycosylation AlphaScreen (IIH6); 0% Pro5, 100% B10-LARGE cell signal; activation, % at 10 µM; 0.22% of 360,000 active; AID 624168;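 active = activation of at least 8% versus controls, or a plate z-score of at least 8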;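 note: Pro5 are CHO cells carrying HIG-tagged alpha-DG that lacks glycosylation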
NR2E3 ag-2: human photoreceptor-specific nuclear receptor agonism | Q9Y5X4 | CHO-S Gal4-NCOR/VP16-NR2E3 two-hybrid, luciferase | inhibition of corepressor binding, % at 3.98 µM | 0.35% of 360,000 active | AID 602229;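 active = inhibition above the mean of all tested compounds plus 3 SD, cut at about 70% in these data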;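 note: 0% = DMSO with NR2E3 transfected cells and 100% = cells lacking NR2E3 construct; higher means lower luciferase signal from less NR2E3 corepressor binding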
* = called active by the depositor; ? = inconclusive; . = no result given. An excerpt, so the mix of outcomes need not match the whole.

SMILES	PDI turbidity	NR2E3 ag-1	Exocytosis inh	hiPSC survival	CaV13 FRET inh	Vif imaging	HIF-2a inh	Peg3 prom inh	MITF TRPM1 inh	aDG glyco up	NR2E3 ag-2
O=C(c1ccccc1[N+](=O)[O-])N1CCC2(CC1)OCCO2	-3	-1	0	1.0	-20	-3	6	10	9	-0.1	3
CCOC(=O)[C@]12Cc3cc(OC)ccc3[C@H]1N(C1CCCCC1)C(=O)c1ccccc12	.	.	67*	-1.1	-6	.	16	.	.	-0.1	31
Cc1cc(C)c2c(c1)NP(=S)(c1ccccc1)N2 (stereo not given)	-4	.	-3	0.1	-7	1	2	0	-4	-0.1	-117
Cc1cc(/C=C2/C(=O)NC(=O)N(Cc3ccco3)C2=O)c(C)n1-c1ccc(C(=O)O)cc1	4	4	1	0.7	-3	1	1	-3	5	0.0	15
CCN1CCN(Cc2cccnc2)CC1	7	2	10	0.5	4	?	11	8	-8	0.0	-8
O=c1cc(CN2CCNCC2)nc2sccn12	-4	0	-10	-0.1	-6	-5	8	5	-9	0.1	-5
O=C(c1c[nH]c2ccc(S(=O)(=O)N3CCC4(CC3)OCCO4)cc2c1=O)N1CCC2(CC1)OCCO2	10	-1	-2	-0.2	-7	-1	18	12	-1	0.1	-3
CC(C)Oc1ccc(CCN)cc1Cl	-3	-4	5	1.4	-4	-1	13	-4	-4	-0.1	-2
C=C(C)[C@@H]1[C@H]2OC(=O)[C@H]1[C@]1(O)C[C@H]3O[C@]34C(=O)O[C@H]2[C@]14C	-1	.	0	-0.5	-6	1	-6	-13	-16	2.4	-5
COc1ccc(-n2c(C)nc3ccccc3c2=O)c([N+](=O)[O-])c1	17	6	-7	1.6	-20	-1	13	19	6	0.0	-13
O=c1[nH]sc2cc(F)ccc12	-6	.	33	-0.7	8	-3	26	9	14	-0.2	50
CCN(C(=O)COC(=O)c1cc(C)n(C2CC2)c1C)c1ccccc1	9	6	-5	-1.4	-6	1	-2	4	2	0.1	0
O=C(Nc1ccc(F)cc1)N1CC2CC(C1)c1cccc(=O)n1C2 (stereo not given)	-1	0	2	-2.3	-5	3	-4	-3	7	-0.3	-29
CC1CCN(C(=O)COC(=O)c2cn(C)c3ccccc23)CC1	-10	2	2	7.2	-17	-9	-52	-16	-9	-0.1	-11
COC(=O)CN1C(=O)CN=C(c2ccccc2Cl)c2cc(Br)ccc21	19	0	-1	-0.5	-5	-7	16	16	.	0.0	-10
CCn1c(O)c(C=NCc2cccs2)c(=O)[nH]c1=O	2	2	-2	3.9	-7	0	14	10	2	0.0	0
Cc1ccc(O)c(CN2CCN(c3ccccc3)CC2)c1	6	-1	-4	-4.0	-5	.	4	1	-7	0.1	-24
CCOc1ccc(C2(C#N)CC[N+](C)(C)CC2)cc1	2	2	-2	1.7	.	.	12	9	8	-0.2	14
Cc1cccc(C(=O)Nc2ccc3c(c2)CC2(C(=O)N(C)C(=O)N(C)C2=O)C2CCCN32)c1 (stereo not given)	-2	-2	-5	-0.4	.	35	-18	-17	3	-0.6	-36
NC(=O)OCCSc1nnc(-c2cccc(C(N)=S)c2)o1	9	1	-4	0.5	-8	.	-25	-15	-22	-0.3	-21
Cc1ccc(CNCCc2ccc(F)cc2)s1	1	1	-6	0.1	-12	1	8	-5	0	-0.1	-20
Nc1ccc(C2(c3ccc(N)cc3)CCCCC2)cc1	-8	0	-7	-0.3	-6	8	7	12	1	-0.3	-23
COc1ccc(OC)c(NP(=O)(Oc2ccc(Cl)cc2)Oc2ccc(Cl)cc2)c1	-3	1	-1	0.2	-5	8	5	10	0	0.1	1
O=C(COC(=O)c1cc(Br)cc(Br)c1O)NC12CC3CC(CC(C3)C1)C2	-4	.	9	3.0	-6	17	2	23	.	-0.3	12
CC1OC(C[N+](C)(C)C)CC1O (stereo not given)	-4	4	1	-1.6	-5	-5	-11	-3	9	0.1	-27
COC(=O)C1=C(c2cc3ccccc3s2)C[C@@H]2CC[C@H]1N2C(=O)NC1CC1	-1	1	-4	1.3	-6	-8	6	-4	1	-0.1	12
C[C@H]1CC[C@@H]2[C@@H](C)[C@H]3[C@H](C[C@H]4[C@@H]5CC=C6C[C@@H](O[C@@H]7O[C@H](CO)[C@H](O)[C@H](O[C@@H]8O[C@H](CO)[C@@H](O)[C@H](O)[C@H]8O)[C@H]7O[C@@H]7O[C@@H](C)[C@H](O)[C@@H](O)[C@H]7O)CC[C@]6(C)[C@H]5CC[C@]34C)N2C1	.	1	-5	2.4	.	0	87*	32	43	-0.1	9
CC(C)S(=O)(=O)N1Cc2ccccc2-n2nncc2C1	0	.	1	-0.4	-6	1	4	2	.	-0.1	-19
Cn1nccc1C(=O)N1CCC2(CC1)OCCO2	6	0	0	-0.4	-11	-3	4	-5	7	0.2	-41
COc1ccccc1NC(=O)N1C[C@@H]2C[C@@H](C1)c1cccc(=O)n1C2	.	-2	2	0.4	.	2	12	-1	-12	0.3	-24

Molecules above with a nitro group on carbon, in the order listed:
SMILES	PDI turbidity	NR2E3 ag-1	Exocytosis inh	hiPSC survival	CaV13 FRET inh	Vif imaging	HIF-2a inh	Peg3 prom inh	MITF TRPM1 inh	aDG glyco up	NR2E3 ag-2
O=C(c1ccccc1[N+](=O)[O-])N1CCC2(CC1)OCCO2	-3	-1	0	1.0	-20	-3	6	10	9	-0.1	3
COc1ccc(-n2c(C)nc3ccccc3c2=O)c([N+](=O)[O-])c1	17	6	-7	1.6	-20	-1	13	19	6	0.0	-13

More entries.
SMILES	PDI turbidity	NR2E3 ag-1	Exocytosis inh	hiPSC survival	CaV13 FRET inh	Vif imaging	HIF-2a inh	Peg3 prom inh	MITF TRPM1 inh	aDG glyco up	NR2E3 ag-2
O=C1N[C@@H](Cc2ccccc2)C(=O)N2[C@H]1C[C@H]1c3ccccc3N(OOSc3ccccc3)[C@H]12	-1	-2	-3	1.2	-4	.	32	7	-42	0.0	-3
CCSC(=O)N1CCCCCC1	.	1	-2	-2.2	.	-2	-6	7	-1	-0.1	18
CCn1c(NN=O)nc2ccccc21	8	-3	-3	0.1	-20	1	7	42	?	0.4	-5
COC(=O)C1=C(c2cc3ccccc3s2)C[C@@H]2CC[C@H]1N2C(=O)NCc1ccco1	2	-2	0	1.0	-5	0	10	1	5	0.9	-1
COc1ccc(-c2nn(CCC#N)cc2C(=O)Nc2ccccc2Br)cc1[N+](=O)[O-]	1	-2	-2	-0.6	-4	3	-1	20	-13	0.1	-2
CC1(C)C2CC=C(CN3CCC(O)CC3)C1C2 (stereo not given)	-3	0	-1	3.1	-6	?	6	21	4	0.0	8
CC(=O)N[C@@H]1CC[C@@]2(O)[C@H]3Cc4ccc(O)c5c4[C@@]2(CCN3CC2CC2)[C@@H]1O5	-2	.	-4	-1.5	.	-10	16	-4	1	0.6	3
FC(F)(F)c1ccc(-c2ccc3c(c2)CNCc2cnnn2-3)cc1	.	.	-1	-0.6	-7	-10	-172	-204	.	0.1	-42
COc1ccc(Cn2c(O)c(C=NCCN3CCOCC3)c(=O)[nH]c2=O)cc1	-1	-2	1	8.6	.	9	5	15	4	0.0	-11
Oc1cc(Cl)c(Cl)c(Cl)c1	.	.	-1	0.4	.	1	-1	39	1	0.2	47
CCOc1ccc(C(C)=O)cc1Cn1ccsc1=N	1	.	-3	0.1	-21	-5	18	1	5	0.0	5
CC(=O)OC1=CC[C@H]2[C@@H]3CC[C@H]4C[C@H](OC(C)=O)[C@@H](OC(C)=O)C[C@]4(C)[C@H]3CC[C@]12C	.	3	1	0.8	.	-23	2	19	.	0.1	-7
Cc1nc2sccc2c(=O)n1-c1ccccc1Cl	6	2	2	-3.9	-4	5	8	0	7	-0.2	-1
c1ccc2c(c1)CNCc1cnnn1-2	-37	.	-3	3.6	-6	.	-3	-14	-4	-0.2	-20
CN1C(=O)C(=Cc2ccccc2OCc2ccc(Cl)cc2)C(=O)N(C)C1=O	5	-2	-3	-1.6	-19	4	-78	-102	-5	0.4	-45
COc1ccc(C(O)(c2ccccc2)c2ccncc2)cc1 (stereo not given)	-3	.	1	-0.2	-9	4	8	18	4	0.1	0
Cc1cccc(-n2c(C)nc3cc(C(=O)N4CCC5(CC4)OCCO5)ccc32)c1	-4	2	-1	4.7	-7	-1	0	21	-2	0.1	-34
CCCCn1nnnc1C(c1ccc(OC)cc1)N1CCC2(CC1)C(=O)NCN2c1ccccc1 (stereo not given)	.	.	9	4.7	-6	4	15	11	.	0.0	3
COc1ccc(C=C2C(=O)N(C)C(=O)N(C)C2=O)cc1CSc1ccccn1	8	0	7	4.6	.	-16	-3	-7	7	0.7	4
CCOc1ccc(N2C(=O)NC(=O)/C(=C\c3ccc(N4CCOCC4)cc3C)C2=O)cc1	10	3	-1	0.8	4	-13	3	-15	7	-0.3	2
Cc1cc(OC(C)C(=O)NCC(O)c2ccccc2)c2c3c(c(=O)oc2c1)CCCC3 (stereo not given)	-5	0	15	-0.3	-16	-7	7	5	-5	-0.1	12
COC(=O)C1=C(c2cc3ccccc3s2)C[C@@H]2CC[C@H]1N2C(=O)NCc1ccccc1	-1	3	-10	4.3	-6	-8	21	11	-7	0.4	-7
c1ccc(CCN2CCC3(CC2)OCCO3)cc1	-7	2	-1	-0.1	1	-2	2	10	10	0.2	14
O=c1[nH]c(=S)n(Cc2ccc(F)cc2)c(O)c1/C=N/N1CCCCCC1	1	1	-1	-0.7	-6	-1	12	-1	2	0.0	-14
O=C1NC(=O)C(=Cc2ccc(SC3CCCCC3)o2)C(=O)N1	-7	4	4	-1.0	6	3	52*	40	16	-0.5	-8
Cn1c(O)c(C=NC2CC3CCC2(C)C3(C)C)c(=O)[nH]c1=O (stereo not given)	23	-2	-1	1.5	-7	-6	1	14	-16	0.1	-14
O=C(c1ccc2c(c1)ncn2C1CCCCCC1)N1CCC2(CC1)OCCO2	0	2	0	3.9	.	-2	16	16	12	-0.1	-10
O=C(c1ccccc1)c1ccc(N=Nc2c(O)[nH]c(=O)[nH]c2=O)cc1	-8	-2	-1	-1.8	-6	-9	-19	-30	24	0.6	22
CC(C)(C)NC(=O)Cn1cc(C(=O)c2ccccc2F)c2ccccc21	2	2	-1	3.3	-5	.	8	6	-2	0.4	-4
CN(C)[C@@H]1C(=O)C(C(N)=O)=C(O)[C@@]2(O)C(=O)C3=C(O)c4c(O)cccc4[C@@](C)(O)C3C[C@@H]12 (stereo not given in full)	-3	4	-9	-3.3	-5	0	-3	6	0	0.0	-24
CCCC12CN3CCN(CC(C3)/C1=N\NC(=O)c1ccncc1)C2	-2	1	2	4.9	5	4	10	12	5	0.6	6
CCN(CC)P(=O)(NC(=O)c1cccn1C)N(CC)CC	10	4	3	0.1	-3	5	14	-10	-6	0.6	-11
COc1ccc(CC2C(=O)NC(=O)NC2=O)c(OC)c1	5	-1	-1	1.9	.	9	3	3	3	0.0	-24
COc1ccc(CN2C(=O)NC(=O)/C(=C/c3ccc(OC)c(OC)c3OC)C2=O)cc1	-4	-8	-1	-0.4	0	5	19	-2	8	-0.2	-7
